# GLP1R cytotox = cytotoxic in the GLP-1 receptor inverse agonist counter-screen; HEK293 cAMP-luciferase reporter cells, luminescence, 24 h; Potency, µM (titrated, usually from 38.3 µM), for inactives: at the highest dose activity change, negative = inhibition, usual class: inhibitors; 410,000 compounds, 0.13% hits; active = well fitted inhibition curve with a large enough effect;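 note: loss of luciferase light is scored as toxicity; potency is the fitted concentration of half-maximal effect; % is set by controls: 0 for no effect and ±100 for the full control effect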
#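 1536-well qHTS counterscreen of the MLSMR; 200 cells/uL, 12 h pre-incubation, 23 nL cpd, 24 h at 37 deg C 5% CO2, luciferase detection reagent, 12 min RT, luminescence. Inhibition = undesired.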
# DRD3 agonist = activates the human D3 dopamine receptor | max activation, % | P35462 | D3R DiscoveRx beta-arrestin cells, luminescence, 90 min | 410,000 compounds, 0.58% hits; in the data active = max activation above about 30%; note: 0% is about no effect; mostly tested at two doses, the higher about 12 µM
# Target sequence (P35462 whole entry, looked up): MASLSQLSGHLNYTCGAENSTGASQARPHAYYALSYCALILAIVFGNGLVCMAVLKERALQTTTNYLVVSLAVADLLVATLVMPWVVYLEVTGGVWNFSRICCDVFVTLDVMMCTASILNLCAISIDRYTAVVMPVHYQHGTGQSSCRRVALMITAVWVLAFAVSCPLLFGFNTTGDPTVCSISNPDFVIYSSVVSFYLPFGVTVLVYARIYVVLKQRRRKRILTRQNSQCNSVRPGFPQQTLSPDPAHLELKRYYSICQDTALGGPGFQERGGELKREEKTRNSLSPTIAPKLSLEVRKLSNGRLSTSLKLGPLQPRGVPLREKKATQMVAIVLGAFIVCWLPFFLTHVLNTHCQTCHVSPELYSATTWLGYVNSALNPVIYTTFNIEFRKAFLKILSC
#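 Cells at 1500/well, incubated overnight, then treated with pinned compounds (dopamine as control) for 90 min at 37 degrees C. DiscoveRx reagent added for 30 - 60 minutes at room temperature; luminescence read.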
# An asterisk follows results filed as active; nt = not tested or not shown; [ ] = remark or other dose. Only part of the results is shown, so the mix of outcomes need not match the whole.
molecule	DRD3 agonist	GLP1R cytotox
Cc1ccc(OCC(=O)Nc2ccc3nc(SCC(=O)N4CCOCC4)sc3c2)cc1C	14.0	3.9%
Cc1cccc(OCC(=O)N2CCC(c3nc4ccccc4o3)CC2)c1C	2.8	-7.0%
CCOc1ccc(C(=O)Nc2c(C(=O)c3ccccc3)oc3ccccc23)cc1	1.8	3.8%
Cc1ccc(Nc2c3c(nc4nncn24)CCC3)cc1	6.5	-3.0%
Cc1ccc(S(=O)(=O)Cc2nc(-c3ccc(C(=O)NCc4ccccc4)cc3)oc2C)cc1	-18.0	14.3%
CCOc1ccc(CC(=O)NCc2ccc3c(c2)CCN3C(C)=O)cc1OCC	-3.7	-0.4%
Cc1cc(=O)[nH]c2nnc(SCc3cccc(F)c3)n12	-13.3	9.7%
CCOc1ccc(N2CC(NC(=O)c3ccc(Cl)cc3)CC2=O)cc1 (configuration not stated)	-5.6	-3.5%
Cc1cc(C)c(/C=C/c2onc(C)c2S(=O)(=O)N2CCC(C(=O)N(C)Cc3ccccc3)CC2)c(C)c1	5.1	4.5%
Cc1nc2ccc(S(=O)(=O)NCC(=O)Nc3ccc(C)c(Cl)c3)cc2s1	4.0	-1.2%
CCn1cc2c(n1)-c1c(oc(C(=O)Nc3cccc(C(F)(F)F)c3)c1C)CC2	1.6	2.5%
CC(C)CCn1c(=O)c2sccc2n2c(CCCC(=O)NC(C)c3ccccc3)nnc12 (configuration not stated)	1.4	3.6%
CC(Oc1ccccc1)C(=O)Nc1nnc2n1CCS2 (configuration not stated)	-2.7	3.9%
Cc1ccc(Cn2c(C)c3cnn(CC(=O)O)c(=O)c3c2C)cc1	5.0	-17.8%
CCC(Sc1nc2nccnc2c(=O)n1Cc1ccc(Cl)cc1)C(=O)NC1CCCCC1 (configuration not stated)	-9.2	1.9%
CCOC(=O)c1cnc(NCc2ccc(Cl)cc2)c2ccccc12	-17.7	-17.4%
Fc1ccc(Cn2c(-c3cccc(Br)c3)nc3ccccc32)cc1	0.2	3.1%
COc1ccccc1NC(=O)c1cc2c(=O)oc3ccc(C)cc3c2s1	2.9	1.5%
Cc1ccc(NC(=O)c2oc3ccc(S(=O)(=O)N(C)C4CCCCC4)cc3c2C)cc1Cl	8.7	-9.7%
O=S(=O)(NCc1ccccc1Cl)c1ccc(N2CCCCS2(=O)=O)cc1	-2.2	-14.8%
CC(C)Oc1ccc(CNC(=O)c2ccc(CS(=O)c3cccc(Cl)c3)o2)cc1 (configuration not stated)	11.5	-1.8%
CCc1ccccc1NC(=O)c1cc(S(=O)(=O)N2CCCC2)cn1C	3.6	8.3%
Oc1c(C(c2ccccc2)N2CCC3(CC2)OCCO3)sc2nc(-c3ccco3)nn12 (configuration not stated)	1.9	2.9%
COc1ccc(CCNC(=O)Cn2nc(-c3ccc(Cl)cc3)ccc2=O)cc1OC	-2.9	-4.1%
Cc1ccc(CNC(=O)c2ccc(CSCc3ccccc3C)o2)cc1	0.1	5.7%
Cc1cccc(NC(=O)c2ccc(-c3ccccc3)s2)c1	-14.6	0.0%
O=C(CSc1nc(=O)n(CCN2CCOCC2)c2c1CCC2)Nc1ccc(F)cc1F	-2.5	2.0%
CCN(CC)c1ccc(-n2nc3cc(C)c(NC(=O)c4ccccc4C)cc3n2)c(C)c1	4.5	234.2%[activator]
Cc1cc(Cl)ccc1NC(=O)CCS(=O)(=O)c1cc2c(cc1C)NC(=O)CO2	2.3	5.4%
CCc1ccccc1NC(=O)CN1C(=O)CCSc2ccc(S(=O)(=O)N3CCCC3)cc21	0.2	11.1%
CC(=O)c1ccc(NC(=O)CSc2nnc(NC(=O)Nc3ccccc3)s2)cc1	-0.5	2.9%
COc1ccc(N2CC(NC(=O)C3CCCCC3)CC2=O)cc1 (configuration not stated)	-6.3	-1.8%
Cc1cc(O)c(CN2CCN(c3ccc(F)cc3)CC2)c2oc(=O)cc(C)c12	-4.0	4.1%
CN(C)S(=O)(=O)c1ccc(C(=O)NCCS(=O)(=O)N2CCN(c3ccccc3)CC2)cc1	-4.8	5.8%
COc1ccc(CNC(=O)CCc2c(C)c3cc4c(C)c(C)oc4cc3oc2=O)cc1OC	-14.1	-1.7%
Cc1ccc(OCC(=O)N(Cc2ccc(N(C)C)cc2)CC2CCCO2)cc1C (configuration not stated)	9.0	-3.4%
Cc1ccc(NC(=O)C2CCCN(S(=O)(=O)c3ccc4[nH]c(=O)ccc4c3)C2)cc1Cl (configuration not stated)	2.0	6.8%
COC(=O)c1cc2oc3ccccc3c2n1Cc1nc(-c2ccccc2C)oc1C	4.9	1.2%
COC(=O)c1cccnc1-n1c(=O)c2cccnc2n(CC(=O)Nc2ccc(C)cc2C)c1=O	5.4	3.3%
CCOC(=O)c1c(NC(=O)c2ccc(S(=O)(=O)N(C)C)cc2)sc2c1CCN(C)C2	-16.3	-5.1%
CCOC(=O)C1=C(CN2CCN(c3ccccc3F)CC2)NC(=O)NC1c1ccc(OC)cc1 (configuration not stated)	-9.7	17.5%
CCOC(=O)c1c(NC(=O)COc2ccc(C)cc2C(C)(C)C)sc2c1CCC(C)C2 (configuration not stated)	1.4	-4.2%
CC(C)OCCCNC(=O)CCCn1c(SCC(N)=O)nc2c(sc3ccccc32)c1=O	-7.7	-2.2%
O=C(NCCc1ccccc1)c1cc(Sc2ccc(F)cc2F)nc2ccccc12	2.9	0.2%
CCN(C(=O)C(NS(=O)(=O)c1ccc(Br)s1)c1ccccc1)c1ccc(C)c(C)c1 (configuration not stated)	-8.8	-12.5%
COc1ccc(NC(=O)Cn2ccn(Cc3ccccc3)c(=O)c2=O)cc1Cl	7.7	-7.0%
Cn1cnc(S(=O)(=O)N2CCC(C(=O)NCc3ccc(Cl)cc3)CC2)c1	-7.1	17.3%
COc1cccc(CNC(=O)CN2N=C(c3ccc(C)cc3)CCC2=O)c1	32.9*	4.4%
CCN(c1cccc(C)c1)S(=O)(=O)c1nnc(NC(=O)c2cccs2)s1	-24.5	-6.2%
CCOc1ccc(NC(=O)CSc2nc(=O)[nH]c3c2CCC3)cc1	2.0	2.7%
COc1cccc(N2CC(NC(=O)c3cccc(OC)c3OC)CC2=O)c1 (configuration not stated)	3.8	1.9%
O=c1oc2c(CN3CCCC3)c(O)ccc2cc1-c1ccccc1	0.7	nt
COCCNC(=O)C1CCN(C(=O)c2cc3sccc3n2Cc2ccc(Cl)cc2)CC1	10.8	-13.2%
COCCCNC(=O)c1oc2c(c1C)-c1nn(Cc3cccc(Cl)c3)cc1CC2	-11.8	-9.3%
Cc1ccc(CSc2nc3cccnc3n2Cc2nc(-c3ccccc3F)oc2C)cc1	8.1	-7.8%
Cc1c(C(=O)Nc2ccc(F)c(F)c2)oc2ccc(S(=O)(=O)N3CCC4(CC3)OCCO4)cc12	30.6*	0.3%
COc1ccc(-c2cn3c(n2)sc2cc(C(=O)NC4CCCCCC4)ccc23)cc1	4.9	0.6%
CCc1cccc(C)c1NC(=O)Cn1nc(C)c2nn(-c3ccc(Cl)cc3)c(C)c2c1=O	6.6	-4.9%
NC1=NC(c2cccc(Cl)c2)n2c(nc3ccccc32)N1 (configuration not stated)	1.4	0.5%
O=C(c1ccc2c(c1)N(Cc1ccccc1)C(=O)c1ccccc1S2(=O)=O)N1CCOCC1	4.2	1.8%

# Profiles from above. Order of screens: DRD3 agonist	GLP1R cytotox
# COCCCNC(=O)c1oc2c(c1C)-c1nn(Cc3cccc(Cl)c3)cc1CC2 is entered as -11.8	-9.3%
# NC1=NC(c2cccc(Cl)c2)n2c(nc3ccccc32)N1 (configuration not stated) is entered as 1.4	0.5%
# COc1ccc(-c2cn3c(n2)sc2cc(C(=O)NC4CCCCCC4)ccc23)cc1 is entered as 4.9	0.6%
# COc1cccc(CNC(=O)CN2N=C(c3ccc(C)cc3)CCC2=O)c1 is entered as 32.9*	4.4%
# CCN(c1cccc(C)c1)S(=O)(=O)c1nnc(NC(=O)c2cccs2)s1 is entered as -24.5	-6.2%

# Other structures:
molecule	DRD3 agonist	GLP1R cytotox
Cc1cc(NC(=O)C2CCCN(S(=O)(=O)c3cccc4nonc34)C2)ccc1Br (configuration not stated)	9.2	1.2%
O=C(Nc1cccc(OCc2cc(=O)n3ccccc3n2)c1)Nc1cccc(C(F)(F)F)c1	-14.7	9.8%
Cc1ccc(Cl)cc1NC(=O)c1cnn2c(C(F)F)cc(-c3ccccc3)nc12	3.0	0.1%
Cc1cccc(OCC(=O)N(Cc2cccc(Cl)c2)Cc2ccco2)c1C	-11.9	1.6%
COc1cc(C(c2c(C)[nH][nH]c2=O)c2c(C)[nH][nH]c2=O)ccc1OC(=O)c1ccccc1OC	-9.7	0.7%
CCN(CC)CCNC(=O)Nc1ccc2c(c1)N(Cc1ccccc1)C(=O)c1ccccc1S2	-5.1	-20.2%
CCOc1ccc(NC(=O)c2cc(S(=O)(=O)N3CCCC3)c[nH]2)cc1	-20.5	-4.4%
Cc1ccc(NC(=O)Cn2nnc(C(=O)NCc3ccc4c(c3)OCO4)c2N)cc1Cl	-2.8	-16.6%
CCSc1oc(-c2ccc(F)cc2)nc1S(=O)(=O)c1ccc(C)cc1	-1.5	-17.4%
COc1ccc(-c2nc3scc(CCNS(=O)(=O)c4ccc5c(c4)OCCO5)n3n2)cc1	10.2	-4.4%
CC(=O)Nc1c(C)nn(-c2ccccc2)c1N1CCC(C(=O)Nc2cc(F)ccc2F)CC1	5.2	2.0%
COc1ccccc1CCNC(=O)CCc1c(C)c2cc3c(C)c(C)oc3cc2oc1=O	-15.0	-14.9%
COc1ccccc1NC(=O)Cn1c(=O)n(-c2cccc(C)c2)c(=O)c2c1c1cc(C)ccc1n2C	0.2	-16.0%
COC(=O)c1c(NC(=O)CS(=O)(=O)c2ccc(C)cc2)sc2c1CCCCC2	-9.6	5.8%
COC(=O)c1cnc(N2CCN(c3ccc(F)cc3)CC2)c2ccccc12	5.1	0.2%

# Arranged by heavy-atom count (rising): three of the compounds above.
molecule	DRD3 agonist	GLP1R cytotox
COc1cccc(CNC(=O)CN2N=C(c3ccc(C)cc3)CCC2=O)c1	32.9*	4.4%
COc1ccc(NC(=O)Cn2ccn(Cc3ccccc3)c(=O)c2=O)cc1Cl	7.7	-7.0%
CC(C)CCn1c(=O)c2sccc2n2c(CCCC(=O)NC(C)c3ccccc3)nnc12 (configuration not stated)	1.4	3.6%

# Next section:
molecule	DRD3 agonist	GLP1R cytotox
CCc1ccc(NC(=O)Cn2nnc(C(=O)Nc3cc(C)ccc3OC)c2N)cc1	5.7	0.5%
COc1ccc(-c2nc(SCC(=O)N3CCN(c4ccc(F)cc4)CC3)n[nH]2)cc1	13.0	-2.4%
CCOc1cc(CNCCSc2nnnn2C)cc(Cl)c1OCc1ccc(Cl)cc1	-28.5	14.0%
CCOc1ccc(NC(=O)CC2C(=O)N(c3cccc(C)c3)C(=O)N2Cc2ccco2)cc1 (configuration not stated)	-9.7	1.0%
COc1ccc(Cl)cc1NC(=O)CSc1nc(=O)[nH]c2c1CCCC2	3.4	2.0%
Cc1noc(C)c1S(=O)(=O)NCCc1csc2nc(-c3ccc(Cl)cc3)nn12	-7.6	-8.5%
Cc1ccc(-c2onc(C)c2C)cc1S(=O)(=O)NC1CCC(C)CC1 (configuration not stated)	0.4	-9.5%
COc1ccc2nc3oc(C(=O)Nc4cccc(C(F)(F)F)c4)cc3cc2c1	4.3	6.2%
CCCC(=O)Nc1nnc(SCc2cc(=O)n3cccc(C)c3n2)s1	-5.0	-0.5%
Cc1ccc(C)c(NC(=O)N2CCc3cc(S(=O)(=O)N4CCC(C)CC4)ccc32)c1	-14.6	-2.7%
Cc1ccc(OC(C)C(=O)NCC2(N3CCOCC3)CCCCC2)cc1C (configuration not stated)	-27.5	0.4%
CCCn1c2ccccc2c2cnn(CC(=O)Nc3cccc(C(=O)OCC)c3)c(=O)c21	-9.6	9.0%
CCOC(=O)c1cccc(-n2nnc3c(sc4nc(C)c(Br)c(C)c43)c2=O)c1	-0.8	5.1%
CC(C)c1cnc2c(c1SCc1cccc(F)c1)c(=O)n(C)c(=O)n2C	6.8	-2.8%
O=C(NCc1nc(-c2ccccc2)no1)c1ccco1	-14.3	12.8%
CCN1CCN(c2cc3c(cc2F)c(=O)c(S(=O)(=O)c2cc(C)cc(C)c2)cn3CC)CC1	-16.2	-8.3%
CN(C)c1ccc(CNC(=O)c2cnc3sc(N4CCCC4)nn3c2=O)cc1	11.5	-2.0%
Cc1ccc(Cl)cc1N1CCN(C(=O)CCc2nnc3n(C)c(=O)c4ccccc4n23)CC1	4.3	0.2%
CN(C)c1ccc(NC(=O)Cn2cc(S(=O)(=O)Cc3ccccc3Cl)c3ccccc32)cc1	2.3	-20.5%
Cc1cccc(C(C)C)c1NC(=O)Cn1c(=O)oc2cc(S(=O)(=O)N3CCCC3)ccc21	-7.0	-7.6%
Cc1cccc(NS(=O)(=O)c2ccc3c(c2)n(C)c(=O)n3C)c1C	3.8	0.8%
COc1cccc(CC(=O)NCc2ccc3c(c2)CCN3C(C)=O)c1	-2.2	5.5%
Cc1cccc(-c2noc(-c3cc(C(C)C)[nH]n3)n2)c1	-0.2	-4.2%
CCc1ccc(NC(=O)c2ccc(F)c(S(=O)(=O)NCCc3ccc(OC)c(OC)c3)c2)cc1	-5.3	-20.0%
Cc1cccc2sc(N(Cc3cccnc3)C(=O)C3COc4ccccc4O3)nc12 (configuration not stated)	-17.2	16.1%
